Assay outcomes: PubChem BioAssay, Broad Institute
EZH2 inh – EZH2/PRC2 methyltransferase inhibitors, primary screen, biochemical, DELFIA time-resolved fluorescence, single point; Histone-lysine N-methyltransferase EZH2 (Homo sapiens), Q15910; PRC2 H3K27 methylation, DELFIA TRF, 1 h; inhibition, % at 12.5 µM; 0.35% of 57,000 active; AID 651548, 2012;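 active means mean inhibition of replicates at least 50% and every single replicate also reaching 50%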;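 further: dimethyl H3K27 on biotinylated H3 21-44 peptide detected by antibody; plate controls were median neutral control wells for no effect and median positive control wells for full effect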
IDH1 mut inh – inhibitors of IDH1 R132H reductase, primary screen, biochemical, plate reader, single point | diaphorase/resazurin fluorescence, 60 min | inhibition, % at 10 µM | 0.18% of 70,000 active | AID 624101, 2012; in the data active means inhibition above about 34%;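 further: 0% = DMSO and 100% = no enzyme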
Target sequence (O75874 whole entry R132H): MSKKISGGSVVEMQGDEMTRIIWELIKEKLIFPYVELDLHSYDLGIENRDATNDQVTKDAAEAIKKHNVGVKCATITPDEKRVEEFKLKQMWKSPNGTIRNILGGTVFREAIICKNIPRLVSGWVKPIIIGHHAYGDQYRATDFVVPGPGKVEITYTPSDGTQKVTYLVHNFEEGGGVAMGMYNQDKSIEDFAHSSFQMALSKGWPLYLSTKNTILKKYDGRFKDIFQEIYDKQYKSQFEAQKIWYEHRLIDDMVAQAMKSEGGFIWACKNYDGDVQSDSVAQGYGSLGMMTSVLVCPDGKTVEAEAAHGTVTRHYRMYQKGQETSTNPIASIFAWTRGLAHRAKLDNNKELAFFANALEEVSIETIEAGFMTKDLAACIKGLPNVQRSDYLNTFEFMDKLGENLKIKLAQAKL
An asterisk follows results filed as active; · = no result given. These rows are one share of the data; count on the stated rates, not on these rows.

| SMILES | EZH2 inh | IDH1 mut inh |
| --- | --- | --- |
| COc1ccc(S(=O)(=O)N(C)C[C@@H]2Oc3ccc(NS(=O)(=O)c4cn(C)cn4)cc3C(=O)N([C@@H](C)CO)C[C@@H]2C)cc1 | · | -0.5 |
| C[C@H](CO)N1C[C@H](C)[C@@H](CN(C)Cc2ccc(F)cc2)OCc2ccccc2-c2ccccc2C1=O | -4 | -2.8 |
| C[C@H]1CN([C@@H](C)CO)C(=O)c2cc(NC(=O)C3CCCCC3)ccc2O[C@H]1CN(C)Cc1ccc2c(c1)OCO2 | · | 2.3 |
| CC(C)NC(=O)N(C)C[C@H]1Oc2cc(C#Cc3ccccn3)ccc2S(=O)(=O)N([C@H](C)CO)C[C@@H]1C | 14 | 0.1 |
| C[C@H](CO)N1C[C@H](C)[C@H](CN(C)C(=O)Nc2ccc(F)cc2)Oc2ccc(NC(=O)CCC(F)(F)F)cc2CC1=O | 7 | -0.4 |
| C[C@H]1CN([C@@H](C)CO)C(=O)c2cc(NC(=O)Nc3ccc(C(F)(F)F)cc3)ccc2O[C@@H]1CN(C)Cc1ccc(Cl)c(Cl)c1 | · | -0.1 |
| COC(=O)CSc1nc(N(C)C)nc(N(C)C)n1 | 3 | -0.1 |
| C[C@H](CO)N1C[C@H](C)[C@@H](CN(C)C(=O)Nc2ccc(F)cc2)Oc2ccc(NC(=O)c3ccncc3)cc2C1=O | 2 | 0.9 |
| C/C=C/c1ccc2c(c1)O[C@@H](CN(C)C(=O)NC(C)C)[C@H](C)CN([C@H](C)CO)S2(=O)=O | 1 | 0.5 |
| O=C(N[C@@H]1CC[C@@H](CCn2cc(C3CC3)nn2)O[C@@H]1CO)c1cccnc1 | 2 | -0.2 |
| C[C@H]1CN([C@@H](C)CO)C(=O)c2cc(-c3cccc(C(=O)N(C)C)c3)cnc2O[C@@H]1CN(C)C(=O)Cc1ccccn1 | -11 | 0.3 |
| Cn1c(SCC(=O)Nc2ccc(I)cc2)nnc1-c1ccc(Cl)cc1 | -4 | -0.1 |
| Nc1cc(N)nc(SCC(=O)N(c2ccccc2)c2ccccc2)n1 | 2 | 0.3 |
| CO[C@@H](CN(C)S(=O)(=O)c1ccc(Cl)cc1)[C@@H](C)CN(Cc1ccccc1Cl)[C@H](C)CO | 29 | -0.6 |
| O=C(C[C@@H]1CC[C@H](NC(=O)c2ccccc2)[C@@H](CO)O1)NCCc1ccncc1 | -4 | 0.5 |
| C[C@@H]1CN([C@H](C)CO)C(=O)Cc2cc(N(C)C)ccc2O[C@H]1CN(C)C(=O)Nc1ccc(C(F)(F)F)cc1 | -4 | 3.6 |
| COc1ccc(S(=O)(=O)N(C)C[C@H]2OCc3cn(nn3)CCCC(=O)N([C@H](C)CO)C[C@H]2C)cc1 | -7 | -0.6 |
| C[C@H](NC(=O)C[C@H]1C[C@@H]2c3cc(NC(=O)c4cccnc4)ccc3O[C@@H]2[C@@H](CO)O1)c1ccccc1 | 8 | -1.1 |
| COc1ccccc1CN1C(=O)c2ccccc2[C@@]2(Cc3ccccc3N(CCN3CCOCC3)C2=O)[C@@H]1c1ccc(CO)cc1 | 4 | · |
| O=C(C[C@H]1C[C@@H]2c3cc(NC(=O)C4CCC4)ccc3O[C@@H]2[C@H](CO)O1)NC1CCCC1 | -2 | -0.4 |
| C[C@H]1CN([C@@H](C)CO)S(=O)(=O)c2ccc(Br)cc2O[C@@H]1CN(C)S(=O)(=O)c1ccccc1F | 4 | · |
| COc1c(S(=O)(=O)NCCN2CCOCC2)ccc(Cl)c1Cl | -10 | 0.8 |
| Cc1noc(C)c1NC(=O)N(C)C[C@@H]1Oc2ccc(NC(=O)Nc3ccc(F)cc3)cc2CC(=O)N([C@@H](C)CO)C[C@@H]1C | · | 0.3 |
| CCN1CCCC(OC(=O)C(c2ccccc2)c2ccccc2)C1 (centres undefined) | · | -2.2 |
| O=C(CSc1ccccn1)Nc1ccc(Cl)cc1 | -13 | -0.8 |

New compounds follow
| SMILES | EZH2 inh | IDH1 mut inh |
| --- | --- | --- |
| C[C@@H]1CCCCO[C@@H](CN(C)S(=O)(=O)c2ccc(Cl)cc2)[C@@H](C)CN([C@@H](C)CO)C(=O)c2cc(NC(=O)CCC(F)(F)F)ccc2O1 | · | -1.0 |
| Cc1noc(C)c1NC(=O)N(C)C[C@H]1OCCCC[C@H](C)Oc2ccc(NS(=O)(=O)c3cccs3)cc2C(=O)N([C@H](C)CO)C[C@@H]1C | · | 2.6 |
| C[C@@H]1CN([C@H](C)CO)S(=O)(=O)c2ccc(-c3cccnc3)cc2O[C@@H]1CN(C)C(=O)NC1CCCC1 | -1 | · |
| C[C@H]1CN([C@@H](C)CO)C(=O)c2cc(N(C)C)ccc2O[C@H]1CN(C)S(=O)(=O)c1ccc(Cl)cc1 | -6 | -0.2 |
| C[C@H](CO)N1C[C@H](C)[C@H](CN(C)C(=O)C2CCOCC2)Oc2cc(C3=CCCCC3)ccc2S1(=O)=O | 6 | -2.0 |
| O=C(CSc1nnnn1-c1ccccc1)Nc1ccc(-c2nc3ccccc3s2)cc1 | · | 1.5 |
| COc1ccccc1-c1cn(CC[C@H]2CC[C@@H](NC(=O)Cc3ccccn3)[C@H](CO)O2)nn1 | -3 | -0.3 |
| CCC(=O)Nc1ccc2c(c1)C(=O)N(C)C[C@@H](OC)[C@@H](C)CN(C(=O)CC)[C@@H](C)CO2 | 1 | 0.4 |
| N#Cc1c(C(F)(F)F)cc(-c2cccs2)nc1SCC(=O)Nc1ccccc1C(F)(F)F | 9 | -0.2 |
| O=C(C[C@H]1C[C@H]2c3cc(NC(=O)CC4CC4)ccc3O[C@H]2[C@H](CO)O1)NCc1ccncc1 | 7 | 0.1 |
| Cc1c(C)c2c(c(C)c1O)CCC(C)(C(=O)O)O2 (centres undefined) | · | -5.6 |
| CCNC(=O)C[C@H]1CC[C@@H](NS(=O)(=O)c2ccc(F)cc2)[C@@H](CO)O1 | 0 | 0.3 |
| Cc1ccc(S(=O)(=O)N(C)C[C@H]2Oc3ccc(NS(=O)(=O)c4ccccc4)cc3CC(=O)N([C@H](C)CO)C[C@@H]2C)cc1 | · | -11 |
| CCCc1cn(CC[C@H]2CC[C@H](NC(=O)C3CC3)[C@@H](CO)O2)nn1 | -8 | 0.2 |
| CC1=C2C[C@@]3(C)[C@@H](CCC[C@@H]3C)C[C@@]2(O)OC1=O | -3 | · |
| C[C@H]1CN([C@@H](C)CO)C(=O)c2cc(NC(=O)Nc3ccc(F)cc3)ccc2O[C@@H]1CN(C)Cc1ccc(Cl)c(Cl)c1 | · | -1.0 |
| CN(C)CC(=O)N1[C@H](CO)[C@H](c2ccc(-c3ccccc3F)cc2)[C@@H]1C#N | · | 0.0 |
| COc1ccc(S(=O)(=O)N(C)C[C@@H]2Oc3ccc(NS(=O)(=O)c4c(C)noc4C)cc3C(=O)N([C@@H](C)CO)C[C@H]2C)cc1 | · | 1.8 |
| C[C@@H]1CN([C@@H](C)CO)C(=O)c2cc(C#Cc3cccc(F)c3)cnc2O[C@@H]1CN(C)C(=O)c1ccccc1F | -25 | -3.7 |
| C[C@@H]1CCCCO[C@@H](CN(C)C(=O)Nc2cccc3ccccc23)[C@@H](C)CN([C@@H](C)CO)C(=O)c2cc(N(C)C)ccc2O1 | -6 | -0.1 |
| C[C@H]1CCCCO[C@H](CN(C)C(=O)Nc2ccc(F)cc2)[C@@H](C)CN([C@@H](C)CO)C(=O)c2cc(NS(C)(=O)=O)ccc2O1 | · | -4.0 |
| O=C(N[C@H]1CC[C@@H](CCn2cc(-c3ccccn3)nn2)O[C@H]1CO)c1cccnc1 | 8 | -0.5 |
| C[C@@H]1CCCCO[C@H](CN(C)C(=O)CCCN(C)C)[C@@H](C)CN([C@@H](C)CO)C(=O)c2cc(NC(=O)Nc3ccc(C(F)(F)F)cc3)ccc2O1 | · | 9.7 |
| CC(C)NC(=O)N(C)C[C@H]1Oc2ncc(-c3cncnc3)cc2C(=O)N([C@@H](C)CO)C[C@H]1C | 8 | 0.8 |
| COc1cccc(NC(=O)N(C)C[C@@H]2OCc3cn(nn3)CCCC(=O)N([C@H](C)CO)C[C@H]2C)c1 | 16 | -0.6 |

Reprinted at random: 3 records from the list, in no set order.
| SMILES | EZH2 inh | IDH1 mut inh |
| --- | --- | --- |
| C[C@H](CO)N1C[C@H](C)[C@H](CN(C)C(=O)C2CCOCC2)Oc2cc(C3=CCCCC3)ccc2S1(=O)=O | 6 | -2.0 |
| C[C@@H]1CCCCO[C@@H](CN(C)C(=O)Nc2cccc3ccccc23)[C@@H](C)CN([C@@H](C)CO)C(=O)c2cc(N(C)C)ccc2O1 | -6 | -0.1 |
| C[C@@H]1CN([C@H](C)CO)S(=O)(=O)c2ccc(-c3cccnc3)cc2O[C@@H]1CN(C)C(=O)NC1CCCC1 | -1 | · |

(further entries)
| SMILES | EZH2 inh | IDH1 mut inh |
| --- | --- | --- |
| C[C@H]1CN([C@@H](C)CO)C(=O)c2cccc(N(C)C)c2O[C@H]1CN(C)S(=O)(=O)c1cn(C)cn1 | -1 | · |
| COCc1cn(CC[C@H]2CC[C@H](NC(=O)Cc3cccnc3)[C@@H](CO)O2)nn1 | 13 | 0.0 |
| CCn1c(SCC(=O)Nc2ccccc2OC)nnc1-c1ccco1 | · | -1.4 |
| C[C@@H]1CN([C@@H](C)CO)S(=O)(=O)c2ccc(C#CCC3CCCC3)cc2O[C@@H]1CN(C)C(=O)CC1CC1 | 9 | -2.6 |
| O=C(Oc1ccccc1N1CCOCC1)c1cccnc1Sc1ccc(Cl)cc1 | 24 | 0.0 |
| C[C@@H]1CCCCO[C@@H](CN(C)C(=O)NC2CCCCC2)[C@H](C)CN([C@H](C)CO)C(=O)c2cc(NS(=O)(=O)c3ccc(F)cc3)ccc2O1 | · | 0.3 |
| CCOc1ccc2nc(Nc3nc(C)cc(=O)[nH]3)nc(C)c2c1 | 5 | 0.8 |
| CC(=O)N(C)C[C@@H]1Oc2ncc(-c3ccccc3C)cc2C(=O)N([C@H](C)CO)C[C@H]1C | 3 | 0.4 |
| COc1ccc(S(=O)(=O)Nc2ccc3c(c2)C(=O)N([C@H](C)CO)C[C@@H](C)[C@H](CN(C)C(=O)Nc2ccccc2)OCCCC[C@H](C)O3)cc1 | · | 0.0 |
| C[C@@H]1CCCCO[C@H](CN(C)Cc2ccc(C(F)(F)F)cc2)[C@H](C)CN([C@@H](C)CO)C(=O)c2cc(NS(=O)(=O)c3ccc(F)cc3)ccc2O1 | · | -1.1 |
| C[C@H]1CCCCO[C@@H](CN(C)C)[C@@H](C)CN([C@@H](C)CO)C(=O)c2cc(NS(=O)(=O)c3cn(C)cn3)ccc2O1 | 10 | 3.1 |
| C[C@H]1CCCCO[C@H](CN(C)Cc2ccccc2)[C@@H](C)CN([C@@H](C)CO)C(=O)c2cc(NC(=O)Nc3ccc4c(c3)OCO4)ccc2O1 | · | 0.4 |
| O=C(C[C@H]1C[C@@H]2c3cc(NC(=O)NC4CCCCC4)ccc3O[C@@H]2[C@@H](CO)O1)NCCc1ccccc1 | -6 | -0.1 |
| COc1ccc(-c2cnc3c(c2)C(=O)N([C@H](C)CO)C[C@H](C)[C@@H](CN(C)Cc2ccc(C(=O)O)cc2)O3)cc1 | 3 | -0.3 |
| COc1ccc(C#Cc2ccc3c(c2)O[C@@H](CN(C)S(=O)(=O)c2ccccc2F)[C@@H](C)CN([C@@H](C)CO)S3(=O)=O)cc1 | -19 | -3.9 |
| S=C(Nc1ccc(Cl)cc1)N1CCN=C1Nc1ccc(Cl)cc1 | 11 | -0.1 |
| CN(C)Cc1cn(CC[C@H]2CC[C@H](N)[C@@H](CO)O2)nn1 | 0 | 0.0 |
| O=C(N[C@@H]1CC[C@H](CC(=O)N2CCOCC2)O[C@H]1CO)c1cccc(F)c1 | -7 | 0.2 |
| O=C(C[C@H]1C[C@H]2c3cc(NC(=O)CC4CC4)ccc3O[C@H]2[C@H](CO)O1)NCc1cc(F)ccc1F | 9 | 0.4 |
| Cc1ccc(OC(=O)N(C)C[C@@H]2OCc3ccccc3-c3ccccc3C(=O)N([C@@H](C)CO)C[C@@H]2C)cc1 | -2 | 0.8 |
| CCCNC(=O)N1C[C@H](C)[C@@H](OC)CN(C)C(=O)c2cc(NC(=O)C3CCC3)ccc2OC[C@@H]1C | -3 | -0.1 |
| NCCCCCCNC(=O)[C@@H]1C[C@@H]2C(=O)N[C@@H](Cc3ccccc3)C(=O)N2[C@@H]1c1ccc(O)cc1 | -3 | · |
| O=C(Nc1ccccc1)C12CC1/C(=N\O)c1ccccc1O2 (centres undefined) | · | 0.0 |
| C[C@@H]1CN([C@H](C)CO)S(=O)(=O)c2ccc(-c3cccnc3)cc2O[C@@H]1CN(C)C(=O)c1cccc(F)c1 | · | -0.2 |
| O=C(CSc1n[nH]c(-c2ccncc2)n1)N1c2ccccc2Sc2ccccc21 | 13 | 1.1 |

Next records follow.
| SMILES | EZH2 inh | IDH1 mut inh |
| --- | --- | --- |
| COCC(=O)Nc1ccc2c(c1)[C@H]1C[C@H](CC(=O)N(C)C)O[C@H](CO)[C@H]1O2 | -20 | -3.6 |
| Cc1ccc(S(=O)(=O)NCC[C@@H]2CC[C@H](NC(=O)NC(C)C)[C@H](CO)O2)cc1 | -6 | -0.2 |
| Cc1noc(C)c1NC(=O)N[C@@H]1CC[C@H](CC(=O)Nc2ccc(-c3ccccc3)cc2)O[C@@H]1CO | -2 | -0.7 |
| COc1ccc(NC(=O)Nc2ccc3c(c2)CC(=O)N([C@H](C)CO)C[C@H](C)[C@@H](CN(C)C(=O)Nc2ccccc2)O3)cc1 | · | -0.4 |
| CC(C)(C)c1cn2c3ccccc3nc2n1CCNC1CCCCC1 | -21 | -0.4 |
| CC(C)(C)[S@](=O)N1Cc2cc(C(=O)N3CCCCC3)nc(-c3cccc(-c4ccccc4F)c3)c2[C@@H]1CCO | 0 | -0.3 |
| O=C(N[C@H]1CC[C@@H](CCNC(=O)C2CC2)O[C@H]1CO)c1ccncc1 | 5 | 0.0 |
| C[C@@H]1CN([C@H](C)CO)C(=O)c2cc(-c3ccccc3F)cnc2O[C@H]1CN(C)Cc1ccccc1 | -6 | -0.2 |
